TRb-SRC2 inh: qHTS for Inhibitors of the Interaction of Thyroid Hormone Receptor and Steroid Receptor Coregulator 2; Thyroid hormone receptor beta (Homo sapiens), P10828; TRbeta-SRC2 peptide binding, fluorescence polarization; receptor liganded with 1 µM T3; Potency, µM (highest dose often 106 µM), for inactives: at the top dose activity change, negative = inhibition, actives largely listed as inhibitors; hit rate 0.065% among 280,000;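 further: plate controls were bound peptide for no effect and peptide without receptor for full effect; nearly all actives have a fitted effect of over 50% in size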
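Fluorescence polarization of 20 nM Texas Red SRC2 peptide with 0.6 uM human TRb ligand-binding domain, in Tris buffer with 1uM T3 and 5% DMSO. Incubated 5 hr ambient; normalized to unbound and bound controls.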
Tau fibril ThT: qHTS for Inhibitors of Tau Fibril Formation, Thioflavin T Binding | Potency, µM (series often up to 57.4 µM), inactives show top-dose activity, negative = inhibition, usual class: inhibitors | recombinant tau K18 P301L (four-repeat tau fragment), heparin-induced fibrillization, ThT fluorescence | hit rate 2.1% among 270,000; further: nearly all actives have a fitted effect of over 55% in size
Target sequence (P10636 561-689 P618L limits assumed): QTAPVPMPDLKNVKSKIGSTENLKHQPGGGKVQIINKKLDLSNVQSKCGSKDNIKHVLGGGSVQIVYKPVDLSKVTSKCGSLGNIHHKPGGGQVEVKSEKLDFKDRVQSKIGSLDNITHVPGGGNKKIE
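Recombinant human tau K18 fragment […] carrying P301L, 15 uM unlabeled plus 0.24 uM Alexa 594-labeled, was fibrillized with 20 uM heparin in 100 mM sodium acetate pH 7 for 6 hr at 37 C; 30 uM ThT fluorescence read after 1 hr.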
RECQ1 inh: qHTS Assay for Inhibitors of RecQ-Like Dna Helicase 1 (RECQ1); ATP-dependent DNA helicase Q1 (Homo sapiens), P46063; RECQ1 DNA unwinding, red fluorescence kinetic read; Potency, µM (doses to about 57.3 µM), inactives show at the highest dose activity, negative = inhibition, hits mostly inhibitors; hit rate 0.54% among 240,000;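 further: plate controls were vehicle for no effect and no enzyme for full effect; nearly all actives have a fitted effect of over 30% in size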
Target sequence (P46063 whole entry, looked up): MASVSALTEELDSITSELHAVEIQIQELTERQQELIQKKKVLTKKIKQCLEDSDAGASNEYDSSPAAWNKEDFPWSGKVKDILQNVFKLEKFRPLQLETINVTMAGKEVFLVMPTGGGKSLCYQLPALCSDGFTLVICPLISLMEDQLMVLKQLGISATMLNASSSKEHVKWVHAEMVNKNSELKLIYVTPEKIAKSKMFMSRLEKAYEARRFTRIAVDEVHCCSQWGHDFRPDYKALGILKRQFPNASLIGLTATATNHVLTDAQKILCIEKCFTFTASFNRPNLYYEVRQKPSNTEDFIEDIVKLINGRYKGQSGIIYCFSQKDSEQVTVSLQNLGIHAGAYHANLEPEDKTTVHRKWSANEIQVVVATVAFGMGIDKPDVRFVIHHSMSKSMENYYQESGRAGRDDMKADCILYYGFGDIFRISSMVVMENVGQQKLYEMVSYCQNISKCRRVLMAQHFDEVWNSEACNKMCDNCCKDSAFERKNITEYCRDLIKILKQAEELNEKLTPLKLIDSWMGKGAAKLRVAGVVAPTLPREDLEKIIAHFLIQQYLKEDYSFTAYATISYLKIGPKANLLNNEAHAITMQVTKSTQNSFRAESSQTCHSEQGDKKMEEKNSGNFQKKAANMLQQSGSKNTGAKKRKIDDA
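50 nM RECQ1T1 preincubated 15 min with compound in Tris pH 8.0 buffer with MgCl2, DTT, Tween-20 and 2.5 ug/ml poly(dI-dC); started with 200 nM TAMRA/BHQ-2 forked duplex and 2 mM ATP. Unwinding read as fluorescence (525/598 nm), two reads 2 h apart.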
L3MBTL1 block: qHTS Assay for the Inhibitors of L3MBTL1; Lethal(3)malignant brain tumor-like protein 1 (Homo sapiens), Q9Y468; AlphaScreen L3MBTL1–H3K9me1 peptide binding; Potency, µM (titrated, usually from 57.1 µM), inactives show top-dose activity, negative = inhibition, usual class: inhibitors; hit rate 0.66% among 230,000; further: nearly all actives have a fitted effect of over 60% in size
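First, the protein-peptide complex forms for 30 min at room temperature (L3MBTL1 50 nM, biotinylated H3K9me1 peptide 75 nM). Next, compounds are pin-transferred and incubated 30 min. Finally, AlphaScreen beads are added and read after 30 min.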
RGS12 GoLoco inh: qHTS Assay for Inhibitors of RGS12 GoLoco Motif Activity (Red Fluorophore). Guanine nucleotide-binding protein G(i) subunit alpha-1 (Homo sapiens), P63096. Potency, µM (series often up to 61.6 µM), inactives show top-dose activity, negative = inhibition, usual class: inhibitors. Gai1:RGS12 GoLoco peptide FP, rhodamine, 10 min. hit rate 0.44% among 230,000; active means well fitted inhibition curve with a large enough effect, not every such curve was filed as active; inactive means no such curve, though single readings can be large or run the other way; further: nearly all actives have a fitted effect of over 30% in size; many of its hits are not listed in these tables
TR SRC2 fluor cs: Total Fluorescence Counterscreen for Inhibitors of the Interaction of Thyroid Hormone Receptor and Steroid Receptor Coregulator 2. TRb/SRC2 Texas Red total fluorescence interference. Potency, µM (series often up to 106 µM), inactives show top-dose fluorescence change, negative = quenching. hit rate 0.29% among 280,000; active means well fitted curve in either direction with a large enough effect; inconclusive means small, poorly fitted or top-dose-only effect
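Human TRβ ligand-binding domain (0.6 uM) and Texas Red SRC2 peptide (20 nM) in Tris buffer with 1 uM T3 and 5% DMSO were incubated with pinned compound for 5 hr at ambient temperature. Total fluorescence was computed as S + 2P (555/632 nm).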
Tau FP inhib: qHTS for Inhibitors of Tau Fibril Formation, Fluorescence Polarization. Potency, µM (highest dose often 57.7 µM), inactives show at the highest dose activity, negative = inhibition, most hits filed as inhibitors. Microtubule-associated protein tau (Homo sapiens), P10636. hit rate 0.39% among 280,000. AID 1468, 2008. K18 P301L tau heparin fibrillization, Alexa594 FP, 6 h; further: nearly all actives have a fitted effect of over 55% in size
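Human K18 P301L fragment (15 uM unlabeled plus 0.24 uM Alexa 594-labeled) in 100 mM sodium acetate pH 7 with compound, aggregation induced by 20 uM heparin for 6 hr at 37 C. ThT (30 uM) added for 1 hr, then Alexa 594 FP read.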
JMJD2E inh: qHTS Assay for Inhibitors of Human Jumonji Domain Containing 2E (JMJD2E); Lysine-specific demethylase 4E (Homo sapiens), B2RXH2; hit rate 1.6% among 230,000; Potency, µM (doses to about 57.1 µM), for inactives: at the top dose activity change, negative = inhibition, usual class: inhibitors; JMJD2E catalytic domain, FDH-coupled NADH fluorescence (FDH is formaldehyde dehydrogenase); active means well fitted inhibition curve with a large enough effect, not every such curve was filed as active; inconclusive means small, poorly fitted or top-dose-only effect, or another doubt; inactive means no such curve, though single readings can be large or run the other way;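 further: 0% = wells with enzyme and -100% = buffer wells without enzyme; nearly all actives have a fitted effect of over 50% in size; many of its hits are not listed in these tables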
Starred values were filed as active, the others as inactive; & = joins results of further samples. Unless noted, the call rests on the fitted dose curve; in most records, active means well fitted curve in the direction sought with a large enough effect; inconclusive means small, poorly fitted or top-dose-only effect, or another doubt; inactive means no such curve, though single readings can be large; an effect the other way counts as inactive or inconclusive. Unless noted, on the % scale 0 is the no-effect control and ±100 the full control effect; potency means the concentration at half of the fitted maximal effect. An excerpt; rates above refer to the full screens.

`CCC(C)NC(=S)Nc1ccc2nc(N3CCN(CC)CC3)cc(C)c2c1` (centres undefined) gave TRb-SRC2 inh -3%, Tau fibril ThT inconclusive, RECQ1 inh -4%, RGS12 GoLoco inh -4%, TR SRC2 fluor cs 1%, Tau FP inhib -1% and JMJD2E inh inconclusive.
Screening COc1cccc(NC(=O)CSc2nncn2-c2ccccn2)c1 returned TRb-SRC2 inh 2%, Tau fibril ThT -16%, RECQ1 inh -5%, L3MBTL1 block -4%, TR SRC2 fluor cs 0%, Tau FP inhib 0% and JMJD2E inh 2%.
O=C(O)c1ccc2c(c1)-c1nc3ccccc3n1C2=O was read as TRb-SRC2 inh 0%, Tau fibril ThT -2%, RECQ1 inh 3%, RGS12 GoLoco inh 15%, TR SRC2 fluor cs -6%, Tau FP inhib -6% and JMJD2E inh inconclusive.
CCOC(=O)c1c(NC(=O)CCC(=O)O)sc2c1CC(C)(C)OC2 was read as TRb-SRC2 inh 1%, Tau fibril ThT 1%, RECQ1 inh 14%, L3MBTL1 block 8%, RGS12 GoLoco inh 8%, TR SRC2 fluor cs -4%, Tau FP inhib 2% and JMJD2E inh inconclusive.
For CCOC(=O)c1[nH]c2c(c1Cc1ccccc1OC)C(=O)CC(c1ccc(OCC)cc1)C2 (centres undefined) the results were TRb-SRC2 inh 3%, Tau fibril ThT -9%, TR SRC2 fluor cs 1% and Tau FP inhib -2%.
O=C(Nc1ccccn1)C12CC3CC(C1)CC(C(=O)Nc1ccccn1)(C3)C2 was read as TRb-SRC2 inh -7%, Tau fibril ThT -14%, RECQ1 inh 6%, L3MBTL1 block -9%, RGS12 GoLoco inh 2%, TR SRC2 fluor cs -3%, Tau FP inhib 4% and JMJD2E inh 5%.
O=C1CCNc2c(Cl)cccc21 was read as TRb-SRC2 inh -2%, Tau fibril ThT -4%, RECQ1 inh -16%, L3MBTL1 block 11%, RGS12 GoLoco inh 4.5µM*, TR SRC2 fluor cs -5%, Tau FP inhib inconclusive and JMJD2E inh -2%.
Screening O=C(O)CCCn1cc(NC(=O)COc2ccc([N+](=O)[O-])cc2)cn1 returned TRb-SRC2 inh -5%, Tau fibril ThT -7%, RECQ1 inh inactive, RGS12 GoLoco inh -1%, TR SRC2 fluor cs 2%, Tau FP inhib 1% and JMJD2E inh -4%.
`COc1ccc(/C=C/C(=O)OCC(=O)NCCC2=CCCCC2)cc1` gave TRb-SRC2 inh 12%, Tau fibril ThT -11%, RECQ1 inh -5%, L3MBTL1 block 18%, RGS12 GoLoco inh 0%, TR SRC2 fluor cs 2%, Tau FP inhib 11% and JMJD2E inh -10%.
For O=C1NC[C@@H](Cc2ccc(O)cc2)N(CCc2cccc3ccccc23)C1=O the results were TRb-SRC2 inh -3%, Tau fibril ThT -3%, RECQ1 inh inactive, RGS12 GoLoco inh 1%, TR SRC2 fluor cs -2%, Tau FP inhib 7% and JMJD2E inh -17%.
`Cc1cccnc1NC(=O)CCCN1C(=O)c2ccccc2C1=O` gave TRb-SRC2 inh 4%, Tau fibril ThT 3%, RECQ1 inh 2%, L3MBTL1 block 4%, RGS12 GoLoco inh -26%, TR SRC2 fluor cs -1%, Tau FP inhib -2% and JMJD2E inh -4%.
Screening COc1cc2c(cc1NC(=O)/C=C/c1cc(OC)c(OC)c(OC)c1)oc1ccccc12 returned TRb-SRC2 inh 3%, Tau fibril ThT -11%, RECQ1 inh -11%, L3MBTL1 block 1%, RGS12 GoLoco inh 12%, TR SRC2 fluor cs -7%, Tau FP inhib -7% and JMJD2E inh inconclusive.
Screening Cc1ccc(S(=O)(=O)N(CC(O)Cn2c3ccccc3c3ccccc32)c2cccc(C(=O)NCCO)c2)cc1 (centres undefined) returned TRb-SRC2 inh -4%, Tau fibril ThT 6%, TR SRC2 fluor cs -2% and Tau FP inhib -13%.
CC(=O)Nc1ccc(S(=O)(=O)Oc2ccc3c(c2)C(C)=CC(C)(C)N3)cc1 was read as TRb-SRC2 inh 2%, Tau fibril ThT inconclusive, RECQ1 inh -5%, L3MBTL1 block -6%, RGS12 GoLoco inh -2%, TR SRC2 fluor cs -1%, Tau FP inhib inconclusive and JMJD2E inh 4%.
For CCCn1c(=O)c2[nH]c(-c3ccccc3)nc2n(CCC)c1=O the results were TRb-SRC2 inh -3%&-2%, Tau fibril ThT -13%&-1%, RECQ1 inh inactive, RGS12 GoLoco inh 5%&1%, TR SRC2 fluor cs 1%&-1%, Tau FP inhib -5%&-3% and JMJD2E inh inconclusive.

Retrieved by structure from the list above, three records:
For CCOC(=O)c1[nH]c2c(c1Cc1ccccc1OC)C(=O)CC(c1ccc(OCC)cc1)C2 (centres undefined) the results were TRb-SRC2 inh 3%, Tau fibril ThT -9%, TR SRC2 fluor cs 1% and Tau FP inhib -2%.
O=C(O)c1ccc2c(c1)-c1nc3ccccc3n1C2=O was read as TRb-SRC2 inh 0%, Tau fibril ThT -2%, RECQ1 inh 3%, RGS12 GoLoco inh 15%, TR SRC2 fluor cs -6%, Tau FP inhib -6% and JMJD2E inh inconclusive.
`CCC(C)NC(=S)Nc1ccc2nc(N3CCN(CC)CC3)cc(C)c2c1` (centres undefined) gave TRb-SRC2 inh -3%, Tau fibril ThT inconclusive, RECQ1 inh -4%, RGS12 GoLoco inh -4%, TR SRC2 fluor cs 1%, Tau FP inhib -1% and JMJD2E inh inconclusive.

New compounds follow
`COc1ccc(C2/C=C\CN(C(=O)C3CC3)CC(=O)N2Cc2ccc(F)cc2)cc1` (centres undefined) gave TRb-SRC2 inh 3%&3%, Tau fibril ThT 7%, RECQ1 inh -9%&-5%, RGS12 GoLoco inh 4%, TR SRC2 fluor cs 0%&0%, Tau FP inhib 1% and JMJD2E inh 9%.
CCCN1CCN(CCCNC(=O)Cn2nc(CC)n3c(cc4occc43)c2=O)CC1 was read as TRb-SRC2 inh -3%, Tau fibril ThT 5%, TR SRC2 fluor cs -4% and Tau FP inhib 2%.
`N/C(=N\O)c1ccc(NC(=O)c2ccc(Br)o2)cc1` gave TRb-SRC2 inh -8%, Tau fibril ThT 1%, RECQ1 inh -2%, RGS12 GoLoco inh 4%, TR SRC2 fluor cs 0%, Tau FP inhib 7% and JMJD2E inh 12%.
For CC(=O)Nc1ccc(NC(=O)C2CCCN2S(=O)(=O)c2cccc3nsnc23)cc1 (centres undefined) the results were TRb-SRC2 inh -6%, Tau fibril ThT -4%, RECQ1 inh 2%, RGS12 GoLoco inh -3%, TR SRC2 fluor cs -3%, Tau FP inhib -11% and JMJD2E inh 2%.
`O=C(NC(CSSCC(NC(=O)c1ccccc1)C(=O)O)C(=O)O)c1ccccc1` (centres undefined) gave TRb-SRC2 inh -8%, Tau fibril ThT inconclusive, RECQ1 inh -4%, L3MBTL1 block 8%, RGS12 GoLoco inh 4%, TR SRC2 fluor cs -1%, Tau FP inhib inconclusive and JMJD2E inh 3%.
N=C(N)SCC1=CCS(=O)(=O)C1 was read as TRb-SRC2 inh 2%, Tau fibril ThT -7%, RECQ1 inh 0%, L3MBTL1 block 11%, RGS12 GoLoco inh 0%, TR SRC2 fluor cs 0%, Tau FP inhib 1% and JMJD2E inh -2%.
Screening COc1ccccc1OCC(=O)NNC(=O)Nc1ccc(Cl)cc1 returned TRb-SRC2 inh -3%, Tau fibril ThT 5%, RECQ1 inh -1%, L3MBTL1 block 6%, RGS12 GoLoco inh -1%, TR SRC2 fluor cs 0%, Tau FP inhib 3% and JMJD2E inh 12%.
Screening O=C(COC(=O)c1ccc(Cl)c(S(=O)(=O)N2CCCCC2)c1)NCC1CCCO1 (centres undefined) returned TRb-SRC2 inh 1%, Tau fibril ThT -2%, RECQ1 inh -4%, RGS12 GoLoco inh 1%, TR SRC2 fluor cs -5%, Tau FP inhib -4% and JMJD2E inh 0%.
For Cc1c(Cc2ccccc2)c(=O)oc2cc(OCC(=O)c3ccccc3)ccc12 the results were TRb-SRC2 inh 3%, Tau fibril ThT -5%, RECQ1 inh -6%, L3MBTL1 block 8%, RGS12 GoLoco inh -1%, TR SRC2 fluor cs 1%, Tau FP inhib -7% and JMJD2E inh inconclusive.
C/C(=N\NC(=O)c1ccc(Cn2cc([N+](=O)[O-])cn2)o1)c1cccc(NC(=O)C(C)C)c1 was read as TRb-SRC2 inh 1%, Tau fibril ThT -3%, RECQ1 inh 3%, L3MBTL1 block -4%, RGS12 GoLoco inh 2%, TR SRC2 fluor cs -7%, Tau FP inhib -5% and JMJD2E inh 10%.
Screening CCn1cc(C(=O)N2CCOCC2)c(=O)c2cc(S(=O)(=O)N(C)C)ccc21 returned TRb-SRC2 inh -1%, Tau fibril ThT -2%, RECQ1 inh -1%, RGS12 GoLoco inh 7%, TR SRC2 fluor cs -1%, Tau FP inhib 2% and JMJD2E inh 0%.
Screening COc1cc(O)c(C(CCN2CCOCC2)c2cc(OC)c(OC)c(OC)c2)c(OC)c1 (centres undefined) returned TRb-SRC2 inh 4%&-4%, Tau fibril ThT 15%, RECQ1 inh -3%&-5%, RGS12 GoLoco inh 7%, TR SRC2 fluor cs -1%&0%, Tau FP inhib 12% and JMJD2E inh -1%.
`CN(C)S(=O)(=O)c1ccc(N)c([N+](=O)[O-])c1` gave TRb-SRC2 inh -7%, Tau fibril ThT 9%, RECQ1 inh -10%, L3MBTL1 block 1%, RGS12 GoLoco inh 7%, TR SRC2 fluor cs -4%, Tau FP inhib 0% and JMJD2E inh 0%.

Assay outcomes as filed in PubChem BioAssay.
